# CAL-PDZ inh HTS = untagged CAL PDZ binding inhibitors, primary screen, biochemical, fluorescence polarization, HTS; Golgi-associated PDZ and coiled-coil motif-containing protein (Homo sapiens), Q9HD26; purified CAL PDZ, TMR-peptide fluorescence polarization, 1 h; inhibition, % at 24.9 µM; actives 0.92% (n = 300,000); AID 602252, 2012;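 active = mean inhibition of at least 30% with at least half of replicates also reaching 30%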;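 note: 0% = DMSO neutral control and 100% = excess unlabeled competitor peptide PRC23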
# OPRM1-OPRD1 inv = inverse agonists of MOR-DOR heterodimerization, primary screen, cell-based, luminescence. actives 0.21% (n = 340,000). inhibition, % at 9.3 µM. Mu-type opioid receptor (Homo sapiens) + Delta-type opioid receptor (Homo sapiens), …. cell-based MOR-DOR heterodimer luminescence, inverse agonism; in the data active = inhibition above about 22%, passing the limit was not always enough;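 note: 0% = cells with DMSO and 100% = wells without cells with DMSO; values of inactives mirror those of a sister screen read the other way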
# HTR5A inv ctr = HTR5A inverse agonists in luminescence cell assay, primary screen, counter-screen for OPRM1-OPRD1 heterodimer inverse agonist project, full-deck HTS | actives 0.083% (n = 340,000) | AID 504634, 2011 | inhibition, % at 9.3 µM | 5-hydroxytryptamine receptor 5A (Homo sapiens), P47898 | HTR5A cell line, inverse agonism; in the data active = inhibition mostly above about 23%, no sharp cut-off; inactive = mostly below about 18%;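 note: 0% = cells with DMSO and 100% = no-cell wells with DMSO; some compounds called inactive have numbers as strong as hits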
# V-ATPase pH = regulators of yeast V-ATPase proton pumping, primary screen, pHLuorin cytosolic pH fluorescence; S. cerevisiae; response, % at 10 µM; actives 0.37% (n = 350,000); AID 504577, 2011; in the data active = response mostly above about 7.3%, no sharp cut-off; inactive = mostly below about 5.4%; note: actives read high; inactives centre near 0; some compounds called inactive have numbers as strong as hits; reference of the scale not given here
# HTR5A ag = HTR5A agonists in luminescence cell assay, primary screen, counter-screen for OPRM1-OPRD1 heterodimer agonist project, full-deck HTS. 5-hydroxytryptamine receptor 5A (Homo sapiens), P47898. cell-based. activation, % at 9.3 µM. actives 0.61% (n = 340,000). AID 504692, 2011; in the data active = activation mostly above about 9.5%, no sharp cut-off; inactive = mostly below about 7.6%;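 note: 0% = cells with vehicle only and 100% = reference agonist; strong numbers were not always called active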
# OPRM1-OPRD1 ag = agonists of OPRM1-OPRD1 heterodimerization, primary screen, cell-based, luminescence; Mu-type opioid receptor (Homo sapiens) + Delta-type opioid receptor (Homo sapiens), …; cells; activation, % at 9.3 µM; actives 0.3% (n = 340,000); in the data active = activation above about 18%;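 note: 0% = vehicle-treated cells and 100% = reference agonist; values of inactives mirror those of a sister screen read the other way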
# LANA DNA inh = inhibitors of KSHV C-LANA binding to DNA, primary screen, biochemical, fluorescence polarization, FAM-LBS DNA, MBP-C-LANA, single point; inhibition, % at 9 µM; Kaposi's sarcoma herpesvirus LANA C-terminal domain (residues 932-1162) DNA binding; actives 0.078% (n = 340,000); AID 504423, 2011;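 active = highest replicate inhibition at or above 60% at 9 µM, even if other replicates fall short; inactive = all replicates below 60% inhibition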;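 note: 0% = neutral control wells and 100% = 4 µM acridine orange control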
# cardiac RTF act = cardiac RTF calcium sensitivity activators, primary screen, biochemical, IANBD-TnC fluorescence, EC20 calcium | IANBD-labeled TnC RTF fluorescence at EC20 calcium; 0% EC20 calcium, 100% full calcium | actives 0.24% (n = 340,000) | activation, % at 7.2 µM | AID 493008, 2010;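 active = activation above the mean over all tested compounds plus 3 SD, cut at about 30% in these data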;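 note: rise in fluorescence read as greater calcium sensitivity of cardiac thin filaments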
# Keap1-Nrf2 PPI = Keap1-Nrf2 protein-protein interaction inhibitors, primary screen, biochemical, fluorescence polarization, single point; Kelch-like ECH-associated protein 1 (Homo sapiens), Q14145; Keap1 Kelch-Nrf2 peptide fluorescence polarization, 1536-well; inhibition, % at 9.4 µM; actives 0.15% (n = 340,000); in the data active = inhibition above about 12%;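 note: human Keap1 Kelch domain with fluorescein labeled Nrf2 9mer peptide probe; 0% = neutral control wells and 100% = peptide positive control; higher means more block of Keap1 binding to Nrf2 peptide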
# Cardiac RTF inh = cardiac RTF calcium sensitivity inhibitors, primary screen, biochemical, IANBD-TnC fluorescence, EC70 calcium | Troponin I, cardiac muscle (Homo sapiens) + Troponin T, cardiac muscle (Homo sapiens) + … | IANBD-labeled cardiac RTF, Ca2+ fluorescence | inhibition, % at 7.15 µM | actives 0.12% (n = 340,000) | AID 493244, 2011;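 active = inhibition above the mean inhibition of all tested compounds plus 3 SD, cut at about 17% in these data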;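 note: assay run at fixed EC70 calcium of 1.6 mM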
# * hit, by the source's call; / = not tested or not shown. These rows are one share of the data; count on the stated rates, not on these rows.
SMILES,CAL-PDZ inh HTS,OPRM1-OPRD1 inv,HTR5A inv ctr,V-ATPase pH,HTR5A ag,OPRM1-OPRD1 ag,LANA DNA inh,cardiac RTF act,Keap1-Nrf2 PPI,Cardiac RTF inh
Oc1ccc(Cl)cc1Cc1ccccc1,-1.0,-27.4,-6.5,-2.5,2.6,6.6,0.3,/,1.2,/
CC1CCCCN1Cc1c[nH]c2ccccc12 (stereo not given),/,4.3,-14.7,4.6,-4.3,-0.8,0.7,2.0,-3.2,-4.0
CN(C/N=C(\N)N[N+](=O)[O-])S(=O)(=O)c1ccccc1,3.2,/,/,-2.1,/,/,-0.8,/,-2.3,/
CC1C(c2cccs2)=[N+]([O-])C(C)(C(=O)c2ccc(F)cc2)N1O (stereo not given),-2.1,9.3,31.5,-0.3,3.2,-1.6,-0.3,-5.1,-0.9,6.1
CC(=O)Cc1ccc(OC(C)C)cc1,-3.6,-4.1,8.3,0.7,0.1,0.8,1.5,-0.4,3.1,-4.0
CCC12C=CCN3CCC4(c5cc(Br)c(OC)cc5N(C)C4C(O)(C(=O)OC)C1OC(C)=O)C32 (stereo not given),-2.0,8.4,-6.2,4.4,8.2,-1.6,0.2,2.4,0.3,-6.6
CCCCn1c(=O)c(C(=O)Nc2ccccc2S(N)(=O)=O)c(O)c2ccccc21,/,-37.4,-21.3,1.4,4.0,7.2,0.1,-2.0,-6.6,1.0
CC(OC(=O)c1cn(C)c2ccccc12)C(=O)N(C)c1ccccc1 (stereo not given),0.1,23.3,-4.8,0.2,-6.1,-4.3,0.5,0.9,1.6,-4.2
CSc1ncc(/C=C2/C(=O)NC(=O)N(C3CCCCC3)C2=O)cn1,-0.3,5.8,-10.9,0.8,4.5,-1.4,3.1,-2.9,-8.0,-1.2
C1=C(CCNCc2ccccc2)CCCC1,/,0.1,-21.5,-3.3,0.2,0.0,0.3,-3.5,2.2,-0.5
Clc1ccc(N2CCNCC2)nn1,6.8,1.8,-1.3,-3.0,0.5,-0.4,-0.1,0.8,-5.2,7.7
C=Cn1ccnc1P(=S)(c1ccn(C)c1)c1nccn1C=C,-1.2,3.2,2.2,-1.1,-5.1,-0.6,0.0,2.8,-2.1,-6.8
CC(=O)OC1(c2ccc(C)cc2)CN2CCC1c1ccccc12 (stereo not given),-2.7,-6.7,4.8,-6.9,1.9,1.2,-1.1,2.5,-4.4,-15.0
Cc1[nH]c2c(C(F)(F)F)cccc2c1CCN,-2.0,5.7,5.9,-2.9,-2.3,-1.1,-2.5,-2.3,3.0,-2.8
Cc1cccc(CCNCc2cc3cccc(C)c3[nH]c2=O)c1,-1.0,-3.3,-54.4,0.8,14.7*,0.7,-1.2,-1.4,-6.5,-3.3
COc1ccc(-c2nc(CS(=O)CC(=O)N3CCC4(CC3)OCCO4)c(C)o2)cc1 (stereo not given),-0.2,25.9,-22.9,2.9,8.3,-5.9,1.4,2.0,-6.6,-2.4
O=C(C1CC(c2ccc(F)cc2)=NO1)N1CCC2(CC1)OCCO2 (stereo not given),3.0,12.9,3.2,-4.0,-1.2,-2.1,2.1,-4.7,-1.2,5.9
CN1CCCCC1c1ccc(-c2cccnc2)nc1 (stereo not given),0.1,-1.6,-34.7,1.6,4.4,0.3,-0.1,7.2,-2.1,-12.3
O=C1CC(=O)N(Cc2ccccc2)C(=O)N1Cc1ccccc1,0.5,10.0,-16.3,-1.0,4.2,-2.0,0.2,8.1,-11.9,-28.4
CNCC(C)c1ccccc1 (stereo not given),0.8,7.4,10.5,-0.6,7.0,-1.5,-1.3,-1.9,3.2,-1.5
N#CC1=C(N)Oc2cc(O)ccc2C1c1ccc2c(c1)OCO2 (stereo not given),4.3,/,/,-0.7,/,/,1.5,/,-0.5,/
CN(C)/C=C(\C=[N+](C)C)c1[nH]ncc1[N+](=O)[O-],-2.7,7.7,-7.7,1.9,-1.1,-1.5,1.0,2.8,-0.4,-5.3
CC(=NCC1CCCO1)c1c(O)n(-c2ccc(C)cc2)c(=O)[nH]c1=O (stereo not given),-3.4,0.3,-3.3,-2.5,-6.3,-0.1,0.9,-0.8,1.6,-6.9
CN1CCN(C(=O)COc2ccc(-c3nc4ccccc4s3)cc2)CC1,2.2,-0.1,-27.5,2.3,4.5,0.0,-1.3,-2.0,-5.5,1.1
CN1C(=O)C(=Cc2sc(=O)n(-c3ccccc3)c2N2CCCCC2)C(=O)N(C)C1=O,/,13.9,10.0,0.8,-3.2,-2.7,0.2,24.1,-36.6,-15.8

# (listing goes on)
SMILES,CAL-PDZ inh HTS,OPRM1-OPRD1 inv,HTR5A inv ctr,V-ATPase pH,HTR5A ag,OPRM1-OPRD1 ag,LANA DNA inh,cardiac RTF act,Keap1-Nrf2 PPI,Cardiac RTF inh
CCCCCCN=C(C)c1c(O)n(Cc2ccccc2)c(=O)[nH]c1=O,-1.2,-23.5,-4.4,-2.6,1.6,5.4,-0.6,0.3,-0.9,-8.6
O=CC(Cl)P(=O)(N1CCOCC1)N1CCOCC1 (stereo not given),/,-1.9,-1.4,8.1,0.8,0.4,1.3,10.9,-4.1,-2.1
O=C1NC(=O)C(=Cc2coc3ccc(O)cc3c2=O)C(=O)N1,-0.6,4.3,8.4,0.2,6.4,-0.8,-0.8,-1.6,-2.3,6.3
CC(=NCCN1CCOCC1)c1c(O)n(Cc2ccccc2)c(=O)[nH]c1=O,-4.3,14.4,-11.2,-2.6,4.3,-2.9,12.4,1.3,3.7,-2.8
Nc1c(C(=O)NCCc2ccccc2)c2nc3ccccc3nc2n1CCN1CCOCC1,-0.8,3.5,5.2,-8.3,5.8,-0.6,0.0,-0.5,1.7,0.9
Cc1cccc(NC(=O)N2C[C@H]3C[C@@H](C2)c2cccc(=O)n2C3)c1,2.3,8.7,-16.4,2.4,3.4,-1.7,-0.5,2.0,0.9,0.4
COc1ccc(Cc2c(O)[nH]c(=S)[nH]c2=O)cc1,4.5,10.8,8.6,-1.1,6.5,-2.0,1.3,-6.1,-2.7,1.2
COC(=O)C1=C(c2ccc(Cl)c(C(F)(F)F)c2)C[C@@H]2CC[C@H]1N2C(=O)NCCOc1ccccc1,-2.5,-5.7,-3.6,-0.7,-4.1,1.0,1.8,-6.7,-3.6,-1.8
Cc1onc(-c2c(Cl)cccc2Cl)c1/C(N)=N/OC(=O)N(C)C,0.0,-4.8,7.3,3.2,1.6,1.0,0.6,-1.2,-6.9,2.7
C=CCn1c(O)c(C(C)=Nc2ccc(C(=O)OCC)cc2)c(=O)[nH]c1=O,-3.0,13.3,-1.6,-1.3,0.4,-2.5,0.5,-7.1,-11.5,-8.4
C#C[C@@]1(O)CCC2C3CCC4=C/C(=N/OCC(=O)NC(C(=O)O)C(C)O)CC[C@]4(C)C3CC[C@@]21C (stereo not given in full),-3.8,11.4,-6.7,-0.2,1.7,-2.4,-1.7,-0.8,0.8,-11.8
CCOC(=O)c1cc(CC)sc1/N=C/C1C(=O)NC(=S)NC1=O,-1.4,12.7,6.0,-0.2,-1.2,-2.7,-1.7,8.2,-16.5,-1.8
O=C(CCC(=O)N1C[C@H]2C[C@@H](C1)c1cccc(=O)n1C2)NCc1ccccc1,3.2,13.4,16.1,-2.7,1.4,-2.7,1.7,-1.7,-3.3,-4.9
CCCOc1ccccc1NP(=O)(Oc1ccccc1)Oc1ccccc1,0.6,0.8,-3.5,6.1,0.9,-0.2,-1.0,-4.8,-0.1,-0.6
C[C@]12CCC3C(CC[C@H]4C[C@H](O)CC[C@]34C)C1CC(=O)[C@@H]2O (stereo not given in full),0.4,9.4,-2.5,12.6*,0.7,-1.9,-4.8,8.7,-4.3,1.4
CC(=NCCC1=CCCCC1)c1c(O)n(C)c(=O)n(C)c1=O,/,7.7,14.5,-1.6,-6.1,-1.6,0.2,-1.8,2.1,-3.4
Fc1ccccc1CNC1CN2CCC1CC2 (stereo not given),9.9,13.2,-10.7,0.2,4.3,-2.8,-0.8,-4.8,2.4,15.6
CC(=O)N1N=C2C3CCN(CC3)C2C1c1cccc2ccccc12 (stereo not given),/,-1.2,5.9,7.1,-1.9,0.2,-0.7,3.7,3.9,-5.3
O=C(Nc1ccc(F)cc1)c1c(O)c2c(n(Cc3ccccc3)c1=O)CCCC2,0.0,17.4,2.2,10.0*,0.7,-3.7,-2.5,2.4,5.6,2.2
Cc1cc(OCc2nn[nH]n2)c2c3c(c(=O)oc2c1)CCCC3,-0.3,16.0,0.1,4.9,-3.1,-2.6,1.4,3.8,0.5,5.2
CN1C(=O)N(C)C(=O)C2(Cc3c(ccc4ccccc34)N(C)C2)C1=O,-4.2,-21.3,-31.5,0.5,11.7,3.5,-3.8,1.4,-1.5,-0.9
CCOC(=O)[C@]12Cc3cc(OC)ccc3[C@H]1N(Cc1ccccc1)C(=O)c1cc(F)c(F)cc12,-2.6,10.6,17.9,2.1,-7.0,-1.9,1.9,-6.6,-3.1,-0.8
O=c1[nH]c(=O)n(C2CCCCCC2)c(O)c1C=NCc1cccnc1,-3.0,8.8,1.1,-2.5,-2.0,-1.8,-0.7,-0.8,-1.5,-3.3
COc1ccc2nc3c(C)n(C)ccc-3c2c1,-2.5,9.4,0.9,-3.3,-0.2,-1.9,0.5,9.8,0.8,-11.8
CC(C)(C)C(=O)N1Cc2ccccc2-n2nncc2C1,-3.1,11.3,-12.0,-0.2,3.2,-2.4,0.9,-4.2,-1.1,-13.6

# Further results follow:
SMILES,CAL-PDZ inh HTS,OPRM1-OPRD1 inv,HTR5A inv ctr,V-ATPase pH,HTR5A ag,OPRM1-OPRD1 ag,LANA DNA inh,cardiac RTF act,Keap1-Nrf2 PPI,Cardiac RTF inh
C#CCN1CCN(c2ccc(F)cc2)CC1,-8.5,12.6,-3.7,1.1,1.4,-2.4,0.8,7.3,-0.9,6.7
CCCC(C)C(=O)NC1CCSC1=O (stereo not given),/,5.0,3.2,-1.5,1.2,-1.1,0.4,0.3,-3.1,-6.5
C=CCNC(=S)Nc1ccc(OC(=O)Nc2ccc(Cl)c(Cl)c2)cc1,-1.8,9.8,2.5,-0.6,-0.7,-2.2,1.3,-6.5,-1.2,5.1
Cc1cc(N2CCCC2)ccc1C=C(C#N)C#N,1.6,10.2,5.2,0.3,0.9,-2.2,0.9,18.6,-10.1,-16.4
CCOP(=O)(OCC)/C(C#N)=C/c1ccoc1,0.7,19.1,-27.1,-3.1,7.4,-3.7,2.3,5.2,0.4,-4.1
CNC(=O)Nc1ccc(C(O)(C(=O)OC)C(F)(F)F)cc1 (stereo not given),-1.0,8.0,-3.8,-1.7,1.5,-1.6,-1.6,9.5,-1.8,-11.5
